# VIM-2 inh = blocks Pseudomonas aeruginosa VIM-2 metallo-beta-lactamase; purified VIM-2, nitrocefin hydrolysis, epi-absorbance fluorescence; inhibition, % at 5.6 µM; 290,000 tested, 0.89% active; AID 1527;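 active means inhibition above the mean of all tested compounds plus 3 SD, cutoff set per screening run, cut at about 7.5% in these data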;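 further: red hydrolysis product quenches plate fluorescence so inhibitors raise well fluorescence; 0% = enzyme with DMSO and 100% = DMSO without enzyme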
# IMP-1 inh = inhibitors of Pseudomonas aeruginosa IMP-1 metallo-beta-lactamase | purified IMP-1, nitrocefin hydrolysis, epi-absorbance fluorescence | inhibition, % at 5.6 µM | 290,000 tested, 0.45% active | AID 1556;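 active means inhibition above the mean plus 3 SD of all compounds in the same screening run, cut at about 4.5% in these data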;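 further: 0% = IMP-1 with DMSO and 100% = DMSO wells lacking enzyme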
#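 Material – recombinant IMP-1 enzyme, purified · Amount – IMP-1 0.2 nM before substrate addition · Medium – HEPES buffer pH 7.1 with ZnSO4 and Brij 35 · Timing – 25 °C, 15 min preincubation, 25 min reaction · Measured by – plate fluorescence quenching by hydrolysis product, ex 480/em 530 nm · Read-out – percent enzyme inhibition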
# FID counter = fluorescent intercalator displacement, NS3 helicase counter-screen; inhibition, % at 7.9 µM; DNA fluorescent intercalator displacement, fluorescence; 290,000 tested, 0.17% active; in the data active means inhibition above about 37%;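 further: 0% = vehicle and 100% = reference compound; higher means more ethidium bromide displaced from hairpin DNA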
# GPR7 antagonist = human neuropeptides B/W receptor 1 antagonism | P48145 | GPR7-expressing cells, fluorescence antagonist assay | inhibition, % at 4.4 µM | 290,000 tested, 1.1% active | AID 1861; in the data active means inhibition above about 16%, passing the limit was not always enough;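 further: cells stimulated with the agonist NPW; 0% = agonist with vehicle and 100% = vehicle without agonist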
# Target sequence (P48145 whole entry, looked up): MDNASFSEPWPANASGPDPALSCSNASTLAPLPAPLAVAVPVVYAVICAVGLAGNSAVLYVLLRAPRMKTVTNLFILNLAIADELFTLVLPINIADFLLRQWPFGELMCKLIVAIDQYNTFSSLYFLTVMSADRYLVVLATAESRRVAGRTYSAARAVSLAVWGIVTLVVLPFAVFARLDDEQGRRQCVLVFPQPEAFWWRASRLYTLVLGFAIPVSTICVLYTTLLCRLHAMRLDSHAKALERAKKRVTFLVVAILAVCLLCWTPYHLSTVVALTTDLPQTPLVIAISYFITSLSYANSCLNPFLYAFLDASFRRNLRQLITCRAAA
# OXTR agonist = human OXTR agonism; CHO-OTR cells, Fluo-8 calcium fluorescence; normalized: DMSO 0%, oxytocin 100%; 320,000 tested, 0.32% active; P30559; activation, % at 3 µM;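 active means activation above the mean of all tested compounds plus 3 SD, cutoff set per screening run, cut at about 20% in these data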;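 further: peak over basal fluorescence ratio from a 100 s FLIPR kinetic read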
# Target sequence (P30559 whole entry, looked up): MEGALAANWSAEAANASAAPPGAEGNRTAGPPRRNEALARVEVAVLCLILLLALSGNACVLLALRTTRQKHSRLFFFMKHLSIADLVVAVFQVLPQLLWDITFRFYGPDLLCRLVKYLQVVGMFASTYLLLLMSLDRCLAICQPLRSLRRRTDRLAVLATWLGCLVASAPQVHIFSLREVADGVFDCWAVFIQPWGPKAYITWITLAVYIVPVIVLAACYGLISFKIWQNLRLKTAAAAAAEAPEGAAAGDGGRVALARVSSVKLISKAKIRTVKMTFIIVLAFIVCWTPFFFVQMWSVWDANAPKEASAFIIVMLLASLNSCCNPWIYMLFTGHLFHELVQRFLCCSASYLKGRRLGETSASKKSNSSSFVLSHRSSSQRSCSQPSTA
# HCV NS3 hel inh = blocks Hepatitis C virus NS3 helicase unwinding | NS3 helicase DNA unwinding, Cy5 molecular beacon fluorescence | inhibition, % at 10.9 µM | 290,000 tested, 0.56% active | AID 1800;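 active means inhibition above the mean of all tested compounds plus 3 SD, set per campaign, cut at about 35% in these data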;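 further: 0% = DMSO wells and 100% = thioflavine S control wells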
#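 Test system: hepatitis C virus NS3 helicase domain fragment enzyme. Also added: annealed dual-labelled DNA beacon duplex, ATP-started. Timing: 60 min unwinding reaction at 25 °C after ATP addition. Technique: Cy5 fluorescence. Measure: % inhibition of unwinding.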
# V1aR counter = V1a receptor agonism, counter-screen for OXTR agonists; P37288; CHO-V1R cells, Fluo-8 calcium fluorescence, agonist mode; 0% DMSO, 100% 3 nM vasopressin; activation, % at 3 µM; 320,000 tested, 0.25% active;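 active means activation above the mean activation of all tested compounds plus 3 SD, per screening run, cut at about 20% in these data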;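 further: signal is peak over basal fluorescence ratio across a 100 second FLIPR read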
# GalR3 antag = blocks the human galanin receptor 3; O60755; HEK293 GalR3-CNG cAMP membrane potential fluorescence; galR3 body fused to GalR1 C-terminus; inhibition, % at 3 µM; 360,000 tested, 0.44% active; AID 651719;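 active means inhibition above the screen-wide average plus 3 SD, cut at about 13% in these data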;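 further: forskolin and galanin both at EC90 stimulate the cells; cAMP rise reported by CNG channel membrane potential dye signal; 0% = forskolin plus galanin with DMSO and 100% = forskolin alone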
# PHOSPHO1 block = PHOSPHO1 (human) inhibition; 290,000 tested, 1.1% active; Q8TCT1; recombinant PHOSPHO1, absorbance phosphatase assay; inhibition, % at 13.3 µM; in the data active means inhibition above about 60%
# Target sequence (Q8TCT1 whole entry, looked up): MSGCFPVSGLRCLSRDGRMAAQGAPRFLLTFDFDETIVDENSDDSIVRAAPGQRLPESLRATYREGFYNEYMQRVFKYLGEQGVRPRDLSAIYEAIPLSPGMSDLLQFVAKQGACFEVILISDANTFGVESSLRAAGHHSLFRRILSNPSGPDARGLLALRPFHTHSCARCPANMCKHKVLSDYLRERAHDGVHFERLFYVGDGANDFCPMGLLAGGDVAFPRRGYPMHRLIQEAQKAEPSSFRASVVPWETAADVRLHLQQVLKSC
# * = called active by the depositor; nt = no result given.
canonical_smiles	GalR3 antag	VIM-2 inh	IMP-1 inh	V1aR counter	FID counter	GPR7 antagonist	OXTR agonist	PHOSPHO1 block	HCV NS3 hel inh
CC(=O)Nc1ccc(SCC(=O)c2c(N)n(Cc3ccccc3)c(=O)n(C)c2=O)cc1	-2	-2.0	-3.8	7.3	-3	-15	3.2	-1	3
CCOC(=O)C1(CCOC)CCN(C2C3CC4CC(C3)CC2C4)CC1 (stereo unspecified)	2	-0.3	-2.3	6.4	0	-15	0.8	37	2
CC1(C)N=c2ccc([N+](=O)[O-])c(N)c2=[N+]1[O-]	-7	-2.9	-5.0	0.0	-5	-2	-0.8	32	34
Cc1nc2nc(C)c(NS(=O)(=O)c3cccs3)c(=O)n2[nH]1	1	0.6	-0.1	-0.5	2	4	-0.6	-26	16
COc1ccc(NC(=O)COC(=O)c2ncc(Cl)c(Cl)c2Cl)c(OC)c1	0	-4.2	-2.9	-0.4	0	-13	-1.5	-13	7
Cc1cc(OCC(=O)NCc2ccccn2)c2c(C)cc(=O)oc2c1	-5	-2.7	-4.4	0.6	-18	-3	-1.2	32	12
CCOc1ccc(N2C(=O)CC(SC(=NC)Nc3ccc4c(c3)OCO4)C2=O)cc1 (stereo unspecified)	-4	-3.6	-7.0	0.5	1	-7	1.2	14	-3
Cc1cccc(OCCC(=O)NCC(=O)Nc2cccc(C)c2C)c1	-3	-1.5	-2.0	-0.9	-19	-7	-1.2	-1	1
Cc1nc2ccsc2c(=O)n1-c1ccc(Cl)cc1	0	-1.7	-3.6	-0.6	-3	2	-0.1	-5	7
CCCC(=O)Nc1ccc(Cl)c(NC(=O)C(C)(C)C)c1	-3	-2.7	-0.5	0.0	10	-9	-0.9	-7	2
Cc1coc2c1c(C)cc1oc(=O)c(CC(=O)NCC(=O)O)c(C)c12	-2	-1.7	-3.4	nt	-24	-9	nt	37	25
Cc1ccccc1N(C(=O)c1csnn1)C(C(=O)NC1CCCCC1)c1ccncc1 (stereo unspecified)	-7	-1.2	-1.9	-0.9	-19	1	-0.3	36	-5
COc1ccccc1Nc1nc(N)nc(CSc2ncccn2)n1	-3	0.0	-1.6	-0.1	-1	-1	1.3	-31	3
Cc1ccc(N/N=C(\C#N)C(N)=S)cc1C	-4	-2.8	-1.9	14	-1	-15	17	-16	6
CCn1c(CC(=O)Nc2ccccc2F)nnc1SCC(=O)Nc1nnc(C)s1	-10	-3.6	-3.2	-0.7	-20	-3	1.1	27	3
CCOC(=O)N1CCN(c2cc(=O)n(-c3ccc(OC)cc3)c(=O)[nH]2)CC1	-4	-1.4	-2.6	1.0	-14	-15	0.8	6	-5
O=C(CSc1nnc(CNC(=O)c2ccccc2)o1)NCc1ccc(F)cc1	-1	-2.9	-2.0	1.0	-7	4	0.0	1	9
N#Cc1ccccc1NC(=O)COC(=O)c1ccc(F)cc1F	-5	-2.9	-2.5	0.1	-6	-1	-0.4	31	12
CCOc1ccccc1Oc1coc2cc(OC)ccc2c1=O	-4	-3.4	-3.9	0.2	-3	13	0.3	41	13
N/C(=N\OC(=O)c1ccc([N+](=O)[O-])cc1)c1cccnc1	0	-1.5	-1.4	0.2	1	-13	-1.8	-14	-5
CCCCN(CC)S(=O)(=O)c1ccc(C(=O)Nc2nnc(COC)o2)cc1	nt	-4.3	-1.9	0.1	-39	-12	-1.6	3	6
COc1ccccc1CC(=O)Nc1c[nH]c(=O)[nH]c1=O	-5	-3.1	-4.3	1.0	2	-1	0.3	-4	-2
C=CCn1c(-c2ccc3[nH]c(C)c(C)c3c2)n[nH]c1=S	-1	5.4	-0.6	5.8	-10	-3	6.1	99*	-4
COc1ccccc1-c1nc(-c2ccccc2)[nH]c(=O)c1C#N	-4	-5.2	-3.4	1.5	-13	-4	0.1	16	15
OCCN1CCN(C(=S)c2ccc(Br)cc2)CC1	-6	-1.9	-2.5	2.7	-1	13	0.3	-23	12

# The list goes on:
canonical_smiles	GalR3 antag	VIM-2 inh	IMP-1 inh	V1aR counter	FID counter	GPR7 antagonist	OXTR agonist	PHOSPHO1 block	HCV NS3 hel inh
CCC/C(=N\NC(=O)CNC(=O)c1ccc(Cl)cc1)c1ccccc1	-2	-2.9	-2.0	-0.4	-2	-14	-1.5	-50	9
COc1cccc(Nc2nc(-c3ccc4c(c3)OCCO4)cs2)c1	-1	0.7	-0.1	-0.9	2	-6	-0.7	46	-13
Cc1ccnc(NC(=O)c2cc(-n3cnnc3)ccc2Cl)c1	-5	-5.8	-3.5	0.7	-5	-10	-0.4	9	-2
O=C(c1cc2ncccn2n1)N1CCc2c([nH]c3ccccc23)C1c1ccccc1F (stereo unspecified)	-1	0.4	-1.5	4.3	-27	4	4.0	-8	-17
CCOc1cc(C(=O)OCc2ccc(C(=O)OC)o2)cc(Br)c1OC	nt	-2.4	-2.7	0.4	-7	-5	0.5	-2	9
Cc1ccc(Sc2c(C)nn(C(=O)CNS(=O)(=O)c3ccc(F)cc3)c2C)cc1	0	-4.0	-1.4	0.2	-5	-3	-2.8	-10	-12
O=S(=O)(NCC(c1ccccc1)N1CCNCC1)c1ccc(Cl)cc1 (stereo unspecified)	-1	1.9	-2.5	-0.6	21	6	2.4	1	-10
CC(C)NC(=S)NNC(=O)C12CC3CC(CC(C3)C1)C2	-8	-2.5	-2.0	0.2	-4	-7	0.2	13	4
Cc1cc(C)n(-c2nc3ccccc3c(=O)n2OCc2ccc(F)cc2)n1	0	-4.0	-4.0	-0.8	-25	-12	-1.9	9	-2
COc1cccc(C2CC(c3ccc(Cl)cc3)Nc3nc(N)nn32)c1 (stereo unspecified)	-2	-4.0	-3.5	2.9	-27	2	4.2	-9	-3
N#Cc1nc(-c2ccccc2)oc1NCC1CCCO1 (stereo unspecified)	-1	-0.4	-2.4	-0.7	-6	-1	-0.6	-12	-3
c1cc2c(cc1Cn1cnnn1)OCO2	-1	-2.0	-0.9	0.1	-4	-1	0.6	11	-10
CCn1ncc(Cl)c1C(=O)NC(=S)Nc1c(C)cc(C)cc1[N+](=O)[O-]	2	-4.9	1.3	-0.9	-9	-15	-2.2	-11	11
COc1ccc(C(=O)NNC(=S)NC(=O)c2ccccc2)cc1	4	-3.2	-3.4	60*	-5	-10	55*	19	8
Cn1cccc1CNC(=O)Nc1ccc(Cl)c(Cl)c1	-4	-3.6	-0.6	2.9	-1	-7	4.8	-84	30
O/N=C/c1ccc(OCc2ccccc2F)c(Cl)c1	5	-1.6	-2.2	1.4	1	-1	-1.9	2	-20
CCn1c(SCC(=O)Nc2ccc3c(c2)OCO3)nnc1-c1cnccn1	-3	0.2	0.0	-1.1	-15	-6	0.1	-1	3
COc1ccc(CN(CC(=O)NCc2ccc3c(c2)OCO3)C(=O)c2csnn2)cc1	-10	-0.4	0.0	1.7	-25	-3	1.6	20	-14
C#CC1(O)CC(C)N(C)C(C)C1 (stereo unspecified)	-2	-2.2	2.2	1.4	-2	-7	2.0	21	-1
Cc1cccc(C)c1NC(=O)NN=C1CCCCC1	-4	-0.7	-1.5	1.5	-33	-12	-0.1	28	-10
N#Cc1c(-c2ccc([N+](=O)[O-])cc2)nc2n(c1=O)CCS2	-2	-0.1	-1.8	1.4	-2	-4	2.6	23	-10
CC(C)(C)NC(=O)NC(=O)COC(=O)c1cccc(S(=O)(=O)N2CCCCC2)c1	-1	-6.4	-2.6	-0.3	-6	-2	-0.6	-2	2
CCC(=O)Nc1ccc(-c2nc3ccccc3c(=O)o2)cc1	-2	-2.4	-2.7	nt	-9	-2	nt	46	18
[2H]C(CCOS(N)(=O)=O)c1ccc(C(C)(C)C)cc1 (stereo unspecified)	-3	-0.3	0.5	3.6	-15	-11	0.7	-13	8
Fc1ccc(Cl)cc1/C=N/n1cnnc1SCc1ccccc1	-6	-5.3	-3.3	4.4	-17	0	-1.4	11	-5

# Fetched one by one from the list above (2):
canonical_smiles	GalR3 antag	VIM-2 inh	IMP-1 inh	V1aR counter	FID counter	GPR7 antagonist	OXTR agonist	PHOSPHO1 block	HCV NS3 hel inh
O=S(=O)(NCC(c1ccccc1)N1CCNCC1)c1ccc(Cl)cc1 (stereo unspecified)	-1	1.9	-2.5	-0.6	21	6	2.4	1	-10
C#CC1(O)CC(C)N(C)C(C)C1 (stereo unspecified)	-2	-2.2	2.2	1.4	-2	-7	2.0	21	-1

# Other results.
canonical_smiles	GalR3 antag	VIM-2 inh	IMP-1 inh	V1aR counter	FID counter	GPR7 antagonist	OXTR agonist	PHOSPHO1 block	HCV NS3 hel inh
O=C1CCC([N+](=O)[O-])C(c2ccc(Cl)cc2Cl)N1 (stereo unspecified)	4	-1.2	-4.3	0.1	0	-6	0.5	-5	-8
Cc1ccc(NC(=O)c2oc3ccc(S(=O)(=O)N4CCC5(CC4)OCCO5)cc3c2C)cc1C	8	-1.4	-2.5	4.5	-3	-13	2.5	-34	5
CCNc1nc(NCC)n2c(SCC(=O)NCC3CCCCC3)nnc2n1	-3	-4.5	-2.6	0.7	-14	-2	-1.6	1	5
OCC[C@H]1C[C@H](O)[C@@H](O)[C@@]2(CCCCO2)O1	-1	-2.3	-3.6	-0.2	-2	-10	0.4	-4	-1
Cc1ccc2[nH]c(CCN(C)C)c(CC#N)c2c1	-8	0.5	-2.1	1.7	3	-10	3.1	11	-1
COC(=O)C1=C(C)OC(N)=C(C#N)C1c1cc(C)sc1C (stereo unspecified)	-3	-3.5	-1.8	-0.3	-1	10	-1.7	-3	2
COc1ccccc1S(=O)(=O)Cc1ccc(C(=O)NC(C)c2ccc3c(c2)OCCO3)o1 (stereo unspecified)	-6	-2.1	-5.6	2.9	-28	1	0.7	9	-5
C=CCNc1nc2ccccc2nc1NS(=O)(=O)c1cccs1	4	-3.3	-1.7	0.9	-6	-11	-0.6	-25	8
CC1=C(C(=O)O)N2C(=O)C(NC(=O)c3ccccc3Cl)C2SC1 (stereo unspecified)	-9	3.2	-1.3	-0.2	-5	-12	0.7	11	-17
CCn1cc(C2=NC(C)(C)CO2)c2ccccc21	-10	-1.2	-2.6	-0.4	0	-13	-1.1	7	-4
Cc1ccc(SCc2ccc(C(=O)Nc3cc([N+](=O)[O-])ccc3C)cc2)cc1	-8	0.6	-2.2	-0.1	5	-4	0.7	27	-10
Cc1cccc(-n2c(-c3ccoc3C)n[nH]c2=S)c1	-3	9.1*	-1.3	-0.4	-14	-15	-1.2	9	4
O=C(NC(Cc1ccccc1)c1ccc2c(c1)OCCCO2)c1ccccc1 (stereo unspecified)	-5	-2.5	-0.2	-0.5	-12	-4	-0.2	-2	-2
Cc1cc(=O)oc2cc(OCC3CC(c4ccc(Cl)cc4)=NO3)ccc12 (stereo unspecified)	-7	1.1	-3.2	-0.6	-1	3	-0.8	12	0
O=C(CSc1nnc(COc2cccc3cccnc23)o1)c1ccc(F)cc1	-2	0.0	-0.3	4.8	-19	12	5.6	46	-1
COc1ccc(Cn2c(-c3ccc(OC)cc3)nc3ccccc32)cc1	-9	-1.8	-6.0	0.1	-24	-8	0.6	-8	-9
CN(C)CCN(C(=O)c1ccc2c(c1)CCCC2)c1nc2c(F)cccc2s1	-2	-0.2	0.3	-0.8	7	-4	0.6	2	-19

# Screens from PubChem BioAssay.
